ELG1 genotoxic = genotoxicity induction in ELG1-luciferase HEK293T cells. HEK293T ELG1-luciferase reporter, luminescence, 16 h. Potency, µM (titrated, usually from 46 µM), for inactives: at the highest dose activity change, positive = activation, most hits filed as activators. 330,000 tested, 1.3% active. AID 504466; note: % of control where 0% means no effect; nearly all actives have a fitted effect of over 60% in size
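Screening used a luciferase reporter fused to human ELG1 in HEK293T cells. Luminescence was read on a CCD plate imager after 16 hr exposure and 30 min ONE-Glo incubation.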
p53 reactivator = mutant p53 re-activation in reporter cells. 320,000 tested, 0.063% active. H1299 p53-A138V BP100-luciferase reporter, luminescence, 24 h. AID 504706. Potency, µM (highest dose often 92.2 µM), for the others: at the top dose activity change, positive = activation, most hits filed as activators; note: % of control where 0% means no effect; nearly all actives have a fitted effect of over 45% in size
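H1299 (p53-null), stable ts p53-A138V + BP100-Luc; 1000 cells/well, Opti-MEM/10% FBS; cpd 4 pt, 1:5; 24 h, 37 deg C, 5% CO2; detection reagent 10 min RT; luminescence.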
NPC1 promoter act = activators of NPC1 promoter | Huh7 NPC1 promoter luciferase reporter, 24 h | Potency, µM (top dose mostly 9.22 µM), for the others: at the highest dose activation, usual class: activators | 320,000 tested, 2.4% active;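 note: % of control where 0% means no effect; nearly all actives have a fitted effect of over 60% in size; reporter is driven by a mutant NPC1 promoter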
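Luminescence read-out of NPC1 promoter-driven luciferase in stably transfected Huh7 cells; compounds delivered in DMSO and left 24 h at 37C, 5% CO2, qHTS titration format.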
Rab9 promoter act = activates the Rab9 promoter | Huh7 Rab9 promoter-luciferase reporter, luminescence, 24 h | Potency, µM (doses to about 9.22 µM), inactives show at the top dose activation, negative = inhibition, actives largely listed as activators | 320,000 tested, 2.8% active | AID 485297; note: % of control where 0% means no effect; nearly all actives have a fitted effect of over 60% in size
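Rab9 promoter-driven luciferase in stably transfected Huh7 cells; 1500 cells/well rested 2 h, exposed to compound in DMSO for 24 h at 37 °C, 5% CO2. Luminescence read 10 min after adding luciferase reagent at ambient temperature.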
MBNL1-CUG inh = inhibitors of human MBNL1 binding to CUG repeat RNA. 280,000 tested, 0.036% active. Potency, µM (top dose mostly 57.5 µM), inactives show at the highest dose activity change, negative = inhibition, usual class: inhibitors. TR-FRET MBNL1-His/biotin-(CUG)12 binding, 665/545 ratio; active = well fitted inhibition curve with a large enough effect in the signal ratio, with a control signal flat, not every such curve was filed as active; inconclusive = small, poorly fitted or top-dose-only effect, or effect the other way, or a change in a side signal; inactive = no such curve, though single readings can be large or run the other way; the % refers to the signal ratio; note: % is set by controls: 0 for no effect and ±100 for the full control effect
Target sequence (Q9NR56 whole entry, looked up): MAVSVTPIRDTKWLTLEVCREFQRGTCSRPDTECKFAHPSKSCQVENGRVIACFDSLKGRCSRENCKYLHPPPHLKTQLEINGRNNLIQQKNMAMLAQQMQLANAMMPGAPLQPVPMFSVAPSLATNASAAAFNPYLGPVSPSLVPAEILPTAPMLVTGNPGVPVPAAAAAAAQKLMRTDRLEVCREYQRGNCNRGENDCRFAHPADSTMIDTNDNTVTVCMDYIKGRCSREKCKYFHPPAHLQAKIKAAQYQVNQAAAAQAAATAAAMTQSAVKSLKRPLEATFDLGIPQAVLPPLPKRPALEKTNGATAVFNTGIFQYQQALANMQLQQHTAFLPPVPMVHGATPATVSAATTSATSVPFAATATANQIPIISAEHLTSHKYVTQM
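Inhibition of protein-RNA binding appears as loss of TR-FRET between terbium anti-His antibody on MBNL1-His and streptavidin-XL665 on biotin-(CUG)12. Activity is normalized to buffer-only and uninhibited-complex controls.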
FLuc counter = firefly luciferase modulation, counter-screen for miR-21 project. 360,000 tested, 6.9% active. purified FLuc, Km substrates, luminescence inhibition. Potency, µM (series often up to 57.5 µM), for the others: at the top dose activity change, negative = inhibition, actives largely listed as inhibitors;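 note: plate controls were vehicle for no effect and reference inhibitor for full effect; nearly all actives have a fitted effect of over 55% in size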
Target sequence (P08659 whole entry, looked up): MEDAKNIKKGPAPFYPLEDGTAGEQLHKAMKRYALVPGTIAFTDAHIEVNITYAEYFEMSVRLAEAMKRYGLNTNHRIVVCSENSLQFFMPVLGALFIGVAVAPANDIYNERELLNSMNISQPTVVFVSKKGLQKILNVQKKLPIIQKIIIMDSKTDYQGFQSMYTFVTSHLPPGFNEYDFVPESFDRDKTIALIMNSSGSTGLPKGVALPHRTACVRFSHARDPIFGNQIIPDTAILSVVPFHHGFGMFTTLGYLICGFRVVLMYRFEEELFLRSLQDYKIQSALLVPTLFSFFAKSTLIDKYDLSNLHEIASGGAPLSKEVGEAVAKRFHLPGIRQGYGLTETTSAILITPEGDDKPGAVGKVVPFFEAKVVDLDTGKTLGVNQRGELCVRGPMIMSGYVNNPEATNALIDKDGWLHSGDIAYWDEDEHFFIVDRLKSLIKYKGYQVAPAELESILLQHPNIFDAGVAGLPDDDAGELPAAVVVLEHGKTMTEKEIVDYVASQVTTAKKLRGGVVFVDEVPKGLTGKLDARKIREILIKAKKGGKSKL
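Purified P. pyralis luciferase, 10 nM final, with Km-level 10 uM D-luciferin and 10 uM ATP in 50 mM Tris acetate pH 7.5, 10 mM Mg acetate, 0.01% Tween-20, 0.05% BSA; 6-point qHTS titration about 60 µM downward; luminescence read.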
uPA surface inh = blocks generation of uPA at the cell surface | 330,000 tested, 0.31% active | Potency, µM (titrated, usually from 38.3 µM), inactives show at the highest dose activity change, negative = inhibition, most hits filed as inhibitors | AID 540303 | cell surface uPA generation assay, qHTS; active = well fitted inhibition curve with a large enough effect; inconclusive = small, poorly fitted or top-dose-only effect; inactive = no such curve, though single readings can be large or run the other way; tested in mouse RAW 264.7 cells; note: % is set by controls: 0 for no effect and ±100 for the full control effect; nearly all actives have a fitted effect of over 55% in size
RORg inh = ROR gamma (mouse) transcription inhibition; P51450; Drosophila S2 Gal4-RORgamma UAS-luciferase reporter, 20 h; Potency, µM (highest dose often 53.6 µM), without a hit: top-dose activity change, negative = inhibition, actives largely listed as inhibitors; 310,000 tested, 5.4% active; note: % is set by controls: 0 for no effect and ±100 for the full control effect; nearly all actives have a fitted effect of over 60% in size
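Read-out: Photinus luciferase luminescence; inhibitors lower reporter signal. Insect Schneider cells with Gal4-ROR gamma fusion under metallothionein promoter, UAS reporter; 700 uM final copper sulfate induction, 20 hr, ambient temperature.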
VP16 counter = Gal4-VP16 reporter inhibition counter-screen; Potency, µM (series often up to 53.6 µM), without a hit: at the highest dose activity, negative = inhibition, most hits filed as inhibitors; 310,000 tested, 3.5% active; Drosophila S2 Gal4-VP16 UAS-luciferase, luminescence, 20 h;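 note: Gal4-VP16 expression switched on by copper sulfate through the metallothionein promoter; % is set by controls: 0 for no effect and ±100 for the full control effect; nearly all actives have a fitted effect of over 50% in size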
BRCA1 expr act = activators of BRCA1 expression; Potency, µM (series often up to 46.1 µM), inactives show at the highest dose activation, usual class: activators; MCF7-BRCA1-FFLuc reporter, luminescence, 48 h; response scale: scaled: vehicle 0%, 10 µM genistein 100%; AID 624202; 380,000 tested, 1.1% active; note: nearly all actives have a fitted effect of over 80% in size; some results filed as inactive show a strong effect at the top dose
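MCF7-BRCA1-FFLuc cells, 2000/well in phenol-red-free MEM, attached 2 h then treated 48 h at 37 C. Luciferase luminescence read 15 min after reagent; normalized to genistein maximum activation (10microM) and DMSO, concentration-response fitted.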
Numbers without * were called inactive; ? = inconclusive; . = no result given; [ ] = remark or other dose. Unless noted, calls come from the whole dose curve; as a rule, active = well fitted curve in the direction sought with a large enough effect; inconclusive = small, poorly fitted or top-dose-only effect, or another doubt; inactive = no such curve, though single readings can be large; an effect the other way counts as inactive or inconclusive. Potency is the fitted concentration of half-maximal effect.

Sample of the layout (2 entries):
Order of results: ELG1 genotoxic, p53 reactivator, NPC1 promoter act, Rab9 promoter act, MBNL1-CUG inh, FLuc counter, uPA surface inh, RORg inh, VP16 counter, BRCA1 expr act
> COC(=O)C1CCN(C(=O)c2sc3nc(-c4ccccc4)cn3c2C)CC1
  10%, 6%, -1%, 1%, -10%, ?, 5%, 22%, 4%, -3%[1.84 µM]
> COc1ccc(N(CC(=O)Nc2ccccc2C(=O)NCC(C)C)S(C)(=O)=O)cc1
  2%, -4%, -1%, 5%, -6%[11.5 µM], 4%, 2%, 6%, -3%, -27%

The whole of this part (from the top)
Order of results: ELG1 genotoxic, p53 reactivator, NPC1 promoter act, Rab9 promoter act, MBNL1-CUG inh, FLuc counter, uPA surface inh, RORg inh, VP16 counter, BRCA1 expr act
> COC(=O)C1CCN(C(=O)c2sc3nc(-c4ccccc4)cn3c2C)CC1
  10%, 6%, -1%, 1%, -10%, ?, 5%, 22%, 4%, -3%[1.84 µM]
> COc1ccc(N(CC(=O)Nc2ccccc2C(=O)NCC(C)C)S(C)(=O)=O)cc1
  2%, -4%, -1%, 5%, -6%[11.5 µM], 4%, 2%, 6%, -3%, -27%
> O=C(CNCC1CCCCC1)Nc1ccc(N2CCCCC2)cc1
  0%, 16%, 0%, 2%, -1%, -4%, ., -7%, -27%, .
> O=C(/C=C\c1cn(-c2ccccc2)nc1-c1ccc2c(c1)OCCO2)N1CCOCC1
  -13%, -2%, -3%, -3%, ?, -17%, 26%, 11%, -2%, -11%
> CCOCCCNC(=O)C(NC(=O)CNC(C)=O)c1ccc(C)cc1 (stereo not given)
  -2%, 27%, 1%, -11%, 1%, 0%, 5%, 18%, 9%, 8%
> O=C(CCC(=O)N1CCOc2ccccc21)NC1CCCCCC1
  8%, ., -1%, 1%, 6%, 2%, 9%, -11%, -2%, 0%
> Cc1cc(N2C(=O)C3C4C=CC(C4)C3C2=O)ccc1NC(=O)c1cccs1 (stereo not given)
  1%, -2%, 4%, -3%, ., -1%, 4%, 27%, 0%, -15%
> CCn1ccnc1CN(C)Cc1cn(-c2cccc(C)c2)nc1-c1cccc(F)c1
  -5%, -5%, -7%, -4%, 4%, ?, ?, 1.6µM*, 16µM*, -76%[inhibitor]
> CSc1cccc(NC(=S)NCCCN2CCN(c3ccc(F)cc3)CC2)c1
  -14%, 7%, -5%, -20%, -13%, 3%, 0%, 6.3µM*, ?, -24%
> CC(=O)Nc1ccc(NC(=O)CSc2nnc3c4ccccc4n(C)c3n2)cc1
  12%, -2%, -3%, -4%, 16%, -11%, -1%, 4%, 5%, -27%
> CCC(=O)N1c2ccccc2C(N(C(C)=O)c2ccccc2)CC1C (stereo not given)
  ?, -13%, -12%, -3%, -5%, 6%, -3%, -43%, -9%, -73%
> CC(C)(C)c1ccccc1NC(=O)C1=COCCO1
  6%, 3%, -1%, 2%, ., 2%, -2%, ., ., 14%
> CCOCCCNC(=S)N(Cc1ccccc1)Cc1nc2ccccc2c(=O)[nH]1
  -4%, -13%, -2%, -3%, -23%, 1%, -2%, 11µM*, ?, -17%
> O=C(c1cccc(F)c1)N1CCN(Cc2ccc3c(c2)OCO3)CC1
  -1%, ., -5%, -1%, -6%, 3%, 1%, -1%, -2%, 7%
> Cc1cc(C)cc(NC(=O)c2cnn(-c3ccccc3)c2C2CCNCC2)c1
  0%, 7%, -4%, -5%, -1%, -2%, -6%, -6%, -22%, -15%
> CCNC(=O)C1CC(=O)N(Cc2ccc3c(c2)OCO3)C(=Nc2ccc(OCC)cc2)S1 (stereo not given)
  15%, -5%, 0%, -2%, -1%, -1%, -3%, -5%, 1%, -8%
> COCCn1c(=NC(=O)CCS(=O)(=O)c2ccccc2)sc2cc(C)ccc21
  -10%, -7%, -1%, 8%, 9%, -12%, -4%, 27%, -14%, -6%
> COc1ccc(C(=O)N/C(=C\c2cn(C)c3ccccc23)C(=O)NCCCn2ccnc2)cc1
  3%, -5%, 16%, -2%, ?, -1%, 5%, 6%, 7%, 0%
> Cc1cc(C(=O)CN2C(=O)NC3(CCCCC3)C2=O)c(C)n1C
  15%, 7%, 17%, 18%, 0%, -17%, 2%, 22%, -15%, ?
> COc1ccc2[nH]c3c(N4CCN(Cc5ccc6c(c5)OCO6)CC4)ncnc3c2c1
  -25%, -16%, -1%, 2%, -16%, -19%, -12%, 39%, ?, -69%
> Cc1ccccc1Cc1n[nH]c(=S)n1N
  1%, -4%, -3%, -2%, -10%[11.5 µM], -9%, -4%, -31%, 0%, -6%
> O=C(C1COc2ccccc2O1)N1CCN(Cc2ccccc2)CC1 (stereo not given)
  -5%, 6%, 3%, 5%, -10%, ?, 10%, 28%, -5%, 62%
> COc1ccc(Br)cc1CN(C)CC(=O)NCCc1ccc(S(N)(=O)=O)cc1
  -9%, -2%, -2%, 1%, -10%, 1%, ., -25%, -20%, -5%
> CC(C)C[C@H]1CN=C(Nc2ccccc2)N1CCC1CCCC1
  -4%, 8%, 0%, 4%, -1%, 0%, ?, -21%, 2%, -25%
> Cc1ccc(S(=O)(=O)NCc2ccccc2)cc1C(=O)N1CCN(c2ccccc2)CC1
  -10%, -3%, -4%, -4%, ., -2%, -12%, ., ., -31%
> CCC(=O)c1ccc(OCc2ccccc2)c(OC)c1
  ?, ?, ?, ?, ., ?, -7%, ?, 23%, 6.3µM*
> Cc1cccc(Nc2ncnc3c2cnn3Cc2ccccc2)c1
  10%, -5%, -6%, -1%, 0%, 5%, -2%, 1%, 1%, -9%
> Cc1ccc2c(C)nc(NC3=NCN(Cc4ccccc4)CN3)nc2c1
  -9%, 1%, -1%, -1%, 4%, 5%, ., -19%, -3%, .
> NC(=O)c1ccc(N2CCCCCC2)c([N+](=O)[O-])c1
  4%, 7%, -3%, -8%, ?, -17%, -3%, -18%, 6%, 0%
> O=C(CNC(=O)c1ccco1)Nc1cc(Cl)ccc1N1CCOCC1
  -3%, 4%, -1%, 2%, ?, 2%, 8%, 5%, -16%, -9%
> N#Cc1c2c(c[nH]c1=O)CCN2Cc1ccccc1
  1%, -3%, -3%, -1%, ?, 1%, -3%, -9%, 0%, -1%
> COc1ccc(NC(=O)C2CCCN2C(=O)NCc2ccccc2)cc1 (stereo not given)
  4%, 1%, 1%, -2%, ., 1%, 2%, 20%, -4%, 0%
> CCc1cccc2[nH]c3cc([N+](=O)[O-])ccc3c12
  1%, -2%, 0%, -9%, 24%, -4%, -2%, -13%, -10%, -10%
> Cc1ccc(NC(=O)CSc2nc(=O)n(CCCN3CCOCC3)c3c2CCCC3)c(C)c1
  1%, -7%, -4%, -4%, ., -4%, 0%, ., ., -10%
> Cc1ccc(C(=O)NCCc2nnc3c(C(F)(F)F)cc(Cl)cn23)o1
  0%, -4%, 0%, -5%, 3%, 0%, 2%, -8%, 0%, -7%
> CC(C)C(c1nnnn1Cc1ccco1)N1CCN(c2nc3ccccc3s2)CC1 (stereo not given)
  -23%, -6%, -4%, 12%, 0%, 2%, -3%, ?, -1%, -101%[inhibitor]
> Cc1cc(C)c(S(=O)(=O)N2CCOC2CNC(=O)C(=O)NCc2ccccn2)c(C)c1 (stereo not given)
  0%, -7%, -7%, 4%, -3%, 2%, 1%, -16%, 3%, -12%
> CCCOc1ccccc1/C=N/NC(=O)C1CC1
  15%, -4%, 3%, -1%, 3%, 4%, 10%, 8.9µM*, -1%, 2%
> CC(C)(C)c1ccc(C(=O)C2CCCN(C(=O)CCn3cncn3)C2)cc1 (stereo not given)
  14%, 9%, 4%, -3%, ?, 2%, -8%, -13%, 2%, -19%
> Nc1nc(CSc2nc3ccccc3s2)nc(N2CCOCC2)n1
  -1%, -5%, 0%, -2%, 2%, -1%, -5%, ?, 29%, -3%
> COc1cccc(C(C(=O)NC2CCCC2)N(C(=O)c2ccco2)c2ccc(NC(C)=O)cc2)c1OC (stereo not given)
  0%, 4%, 0%, -6%, -1%, -2%, 0%, 0%, -2%, -13%
> O=C(NC1CCCCC1)N1CCCCCCC1
  1%, -10%, -6%, -5%, 7%, 1%, 4%, 5%, 6%, 0%
> CCCCNc1c(-c2ccc(OC)c(SC3CCCCC3)c2)nc2ccc(C)cn12
  -5%, -3%, ., ., ., ., ?, ., ., -89%[inhibitor]
> CS(=O)(=O)Cc1ccc(C(=O)NC2CCSc3ccccc32)cc1 (stereo not given)
  -1%, -3%, -8%, -2%, -6%, 2%, 5%, 33%, -9%, -8%
> Cc1ccc(C(=O)N/C(=C\c2ccccc2)C(=O)NCc2ccncc2)cc1
  -2%, 6%, -1%, -3%, ?, -5%, 2%, -14%, -12%, 0%
> Clc1ccc(C(c2nnnn2C2CCCC2)N2CCSCC2)cc1 (stereo not given)
  1%, 2%, 1%, -2%, -9%, 4%, -1%, -20%, -10%, -35%
> Cc1ccc(N(Cc2ccccc2)C(=O)c2cc(S(=O)(=O)N3CCOCC3)ccc2N2CCCC2)cc1
  ?, -3%, 0%, -6%, ., 1%, 0%, ., ., -29%
> CCN(CC)S(=O)(=O)c1ccc(C(=O)NCC2(N3CCOCC3)CCCCC2)cc1
  -2%, -1%, -3%, -6%, ., 3%, -12%, ., ., 0%
> Cc1ccc(SCCNS(=O)(=O)c2ccc3c(c2)OCCO3)cc1
  -2%, -8%, -3%, -2%, 1%, 3%, 1%, 37%, 10%, -14%
> CCCN(CCC)C(=O)CSc1ncccc1C(=O)O
  0%, -7%, -7%, 1%, -8%[11.5 µM], 0%, 5%, -8%, -6%, -28%
